TcdB GH inh = TcdB glycohydrolase inhibitors, primary screen, biochemical, single point, plate reader. Toxin B (Clostridioides difficile), P18177. TcdB glycohydrolase enzymatic assay. inhibition, % at 9.99 µM. actives 0.24% (n = 350,000). AID 652162, 2013; in the data active = inhibition above about 10%
The depositor's hits bear a star. These rows are one share of the data; the hit share may differ from the screen's.

SMILES | TcdB GH inh
CCCNC(=O)Nc1ccc2c(c1)OC[C@@H](C)N(Cc1ccc(-c3ccccn3)cc1)C[C@@H](C)[C@@H](OC)CN(C)C2=O | 1.2
COc1ccc(NC(=O)N(C)C[C@H]2OCCCC[C@@H](C)Oc3ccc(NS(=O)(=O)c4ccccc4)cc3C(=O)N([C@H](C)CO)C[C@@H]2C)cc1 | 0.6
CNC[C@H]1OCCCC[C@@H](C)Oc2ccc(NC(=O)Nc3ccc(F)cc3)cc2C(=O)N([C@@H](C)CO)C[C@@H]1C | 0.3
CCCNC(=O)N1CC(=O)N2[C@H](CO)[C@@H](c3ccc(-c4ccc(F)cc4)cc3)[C@H]2C1 | -13
N#Cc1ccc(-c2ccc(C3[C@H]4CNC[C@@H]3N4C(=O)Nc3ccc(F)cc3)cc2)cc1 (stereo partly specified) | -0.1
C[C@@H]1CCCCO[C@H](CN(C)S(C)(=O)=O)[C@@H](C)CN([C@H](C)CO)C(=O)c2cc(NS(=O)(=O)c3cn(C)cn3)ccc2O1 | -0.7
N#C[C@@H]1[C@H](c2ccc(-c3cccnc3)cc2)[C@H](CO)N1C(=O)C1CCC1 | -0.2
OC[C@H]1[C@@H](c2ccc(Br)cc2)[C@H]2CNCCCCN21 | -0.2
COc1ccc(CNC(=O)C[C@H]2C[C@H]3c4cc(NS(=O)(=O)c5ccc(F)cc5)ccc4O[C@H]3[C@@H](CO)O2)cc1 | -15
C[C@@H]1CN([C@@H](C)CO)C(=O)c2cc(NC(=O)CCCN(C)C)ccc2O[C@H]1CN(C)S(=O)(=O)c1cn(C)cn1 | -3.9
CO[C@H]1CN(C)C(=O)c2ccc(NC(=O)c3ccc(F)cc3)cc2OC[C@@H](C)N(C(C)=O)C[C@@H]1C | -0.7
CN1CCN(C(=O)C[C@@H]2CC[C@@H]3[C@H](COC[C@@H](O)CN3C(=O)C3CC3)O2)CC1 | -1.0
N#C[C@H]1[C@H](c2ccccc2-c2ccc(F)cc2)[C@H](CO)N1C(=O)Cc1ccccc1 | 0.3
C[C@@H]1CN([C@H](C)CO)C(=O)c2cc(NC(=O)Nc3ccccc3)ccc2O[C@@H]1CN(C)S(=O)(=O)c1ccc(F)cc1 | -2.2
C[C@H]1CN([C@@H](C)CO)C(=O)Cc2cc(NC(=O)NC3CCCCC3)ccc2O[C@@H]1CN(C)Cc1ccc2c(c1)OCO2 | -1.2
CCS(=O)(=O)N1CC2(C1)[C@H](c1ccccc1)[C@H](CO)N2CC1CCCC1 | 0.4
C[C@H](CO)N1C[C@H](C)[C@H](CN(C)S(=O)(=O)c2cccc(F)c2)Oc2ncc(/C=C/c3ccccc3)cc2C1=O | 1.0
CC(=O)N(C)C[C@@H]1Oc2ncc(C#Cc3ccccc3F)cc2C(=O)N([C@H](C)CO)C[C@H]1C | 0.6
C[C@@H]1CN([C@H](C)CO)S(=O)(=O)c2ccc(-c3cccc(C#N)c3)cc2O[C@@H]1CN(C)C(=O)c1cccnc1 | 0.0
CC(C)NC(=O)Nc1cccc2c1O[C@H](CN(C)C(=O)Nc1cccc3ccccc13)[C@H](C)CN([C@@H](C)CO)C2=O | 1.3
Cc1noc(C)c1S(=O)(=O)Nc1ccc2c(c1)C(=O)N([C@@H](C)CO)C[C@@H](C)[C@H](CN(C)CC1CCCCC1)O2 | 0.2
O=C(C1CC1)N1CC(=O)N2[C@@H](CO)[C@@H](c3ccc(C#CC4CCCC4)cc3)[C@@H]2C1 | -0.2
O=C(Nc1ccc(F)cc1)N[C@H]1CC[C@@H](CCNS(=O)(=O)c2ccccc2F)O[C@@H]1CO | 0.1
COc1cccc(S(=O)(=O)N(C)C[C@@H]2Oc3ncc(C#CCC(C)C)cc3C(=O)N([C@@H](C)CO)C[C@@H]2C)c1 | 0.5
C[C@@H]1CCCCO[C@@H](CN(C)Cc2ccncc2)[C@@H](C)CN([C@@H](C)CO)C(=O)c2cc(NC(=O)CCC(F)(F)F)ccc2O1 | 1.1

Rewritten with tabs: entries from further up
SMILES	TcdB GH inh
C[C@@H]1CN([C@H](C)CO)S(=O)(=O)c2ccc(-c3cccc(C#N)c3)cc2O[C@@H]1CN(C)C(=O)c1cccnc1	0.0
CC(C)NC(=O)Nc1cccc2c1O[C@H](CN(C)C(=O)Nc1cccc3ccccc13)[C@H](C)CN([C@@H](C)CO)C2=O	1.3
Cc1noc(C)c1S(=O)(=O)Nc1ccc2c(c1)C(=O)N([C@@H](C)CO)C[C@@H](C)[C@H](CN(C)CC1CCCCC1)O2	0.2
O=C(C1CC1)N1CC(=O)N2[C@@H](CO)[C@@H](c3ccc(C#CC4CCCC4)cc3)[C@@H]2C1	-0.2

New compounds follow
SMILES | TcdB GH inh
C[C@@H]1CCCCO[C@H](CN(C)C(=O)c2ccncc2)[C@@H](C)CN([C@H](C)CO)C(=O)c2cc(NS(=O)(=O)c3cccs3)ccc2O1 | -1.4
C/C=C/c1ccc2c(c1)O[C@@H](CN(C)C(=O)Cc1cccnc1)[C@@H](C)CN([C@@H](C)CO)S2(=O)=O | 0.1
CC(C)C#Cc1ccc([C@@H]2[C@@H](CO)N(C(=O)C3CCC3)[C@H]2C#N)cc1 | 0.3
CCS(=O)(=O)N1CCCCN2[C@H](CO)[C@@H](c3ccc(-c4ccccc4F)cc3)[C@H]2C1 | -1.2
CCCNC(=O)N1[C@H](CO)[C@@H]2c3ccccc3N(C(=O)c3ccc(F)cc3)C[C@@H]21 | -1.8
O=C(C1CCOCC1)N1CC(=O)N2[C@H](CO)[C@@H](c3ccc(Br)cc3)[C@H]2C1 | 0.0
O=C(N[C@H]1CC[C@@H](CCn2cc(-c3ccccc3)nn2)O[C@H]1CO)c1cnccn1 | 0.0
CN1CCN(C(=O)C[C@@H]2C[C@H]3c4cc(NC(=O)CC5CC5)ccc4O[C@H]3[C@@H](CO)O2)CC1 | -0.6
CO[C@H]1CN(C)C(=O)c2ccc(NC(=O)C3CC3)cc2OC[C@@H](C)N(C(=O)c2ccccc2)C[C@@H]1C | -0.7
CNC[C@H]1Oc2ccc(NC(=O)Nc3c(C)noc3C)cc2CC(=O)N([C@H](C)CO)C[C@@H]1C | 0.6
O=C(NCC[C@@H]1CC[C@H](NC(=O)c2ccncc2)[C@H](CO)O1)Nc1ccc(Cl)cc1 | -1.0
Cc1ccc(S(=O)(=O)N(C)C[C@@H]2OCCCC[C@@H](C)Oc3ccc(NC(=O)NC4CCCCC4)cc3C(=O)N([C@H](C)CO)C[C@@H]2C)cc1 | -0.6
C[C@H](CO)N1C[C@H](C)[C@H](CN(C)S(=O)(=O)c2cccc(F)c2)Oc2ncc(C#Cc3ccccc3)cc2C1=O | -0.9
CCC(=O)N1[C@@H]2CN(C(=O)c3ccncc3)c3ccccc3[C@@H]2[C@@H]1CO | 0.8
COc1ccc(C#Cc2ccc3c(c2)[C@H]2[C@H](CCN2C(=O)C2CCCC2)[C@@H](CO)N3)cc1 | -0.1
COc1cccc(-c2ccc3c(c2)[C@@H]2[C@@H](CCN2C(=O)C2CCCCC2)[C@@H](CO)N3)c1 | 1.1
CO[C@H]1CN(C)C(=O)c2ccc(NC(C)=O)cc2OC[C@H](C)N(C(=O)CN2CCOCC2)C[C@H]1C | -0.2
COc1ccc2c3c([nH]c2c1)[C@@H](CO)N(C(=O)c1cccc(F)c1)CC31CCN(C(=O)c2cccc(F)c2)CC1 | -0.7
CCCc1cn(CC[C@H]2CC[C@@H](NC(=O)CCN3CCCCC3)[C@@H](CO)O2)nn1 | -1.5
C[C@@H]1CN([C@H](C)CO)C(=O)c2cc(-c3cccc(C#N)c3)cnc2O[C@H]1CN(C)Cc1ccc(F)cc1 | 1.2
COc1cccc(CNC(=O)[C@@H]2[C@@H](CO)[C@@H]3Cn4c(ccc(C5=CCCCC5)c4=O)[C@H]2N3)c1 | 0.1
COc1ccc(NC(=O)Nc2ccc3c(c2)[C@@H]2C[C@@H](CC(=O)NC4CCCCC4)O[C@@H](CO)[C@@H]2O3)cc1 | -0.3
C[C@@H]1CN([C@@H](C)CO)C(=O)c2cc(NC(=O)Nc3ccc(F)cc3)ccc2O[C@@H]1CN(C)Cc1ccc(C(=O)Nc2ccccc2N)cc1 | 0.5
O=C(Cc1ccncc1)Nc1ccc2c(c1)[C@@H]1C[C@H](CC(=O)NC3CCCC3)O[C@@H](CO)[C@@H]1O2 | -0.1
CCCN1[C@@H]2c3ccc(C4=CCCCC4)c(=O)n3C[C@H]1[C@H](CO)[C@H]2C(=O)NCC | 0.7

Part of the list above in order of count of non-hydrogen atoms, ascending:
SMILES | TcdB GH inh
CCCN1[C@@H]2c3ccc(C4=CCCCC4)c(=O)n3C[C@H]1[C@H](CO)[C@H]2C(=O)NCC | 0.7
CCS(=O)(=O)N1CCCCN2[C@H](CO)[C@@H](c3ccc(-c4ccccc4F)cc3)[C@H]2C1 | -1.2
COc1cccc(CNC(=O)[C@@H]2[C@@H](CO)[C@@H]3Cn4c(ccc(C5=CCCCC5)c4=O)[C@H]2N3)c1 | 0.1
C[C@@H]1CN([C@H](C)CO)C(=O)c2cc(-c3cccc(C#N)c3)cnc2O[C@H]1CN(C)Cc1ccc(F)cc1 | 1.2
C[C@@H]1CN([C@@H](C)CO)C(=O)c2cc(NC(=O)Nc3ccc(F)cc3)ccc2O[C@@H]1CN(C)Cc1ccc(C(=O)Nc2ccccc2N)cc1 | 0.5

Following part.
SMILES | TcdB GH inh
C[C@@H]1CN([C@@H](C)CO)C(=O)c2cc(NC(=O)Nc3ccc(F)cc3)ccc2O[C@@H](C)CCCCO[C@H]1CN(C)CC1CC1 | -0.6
Cc1ccccc1-c1ccc([C@H]2[C@@H](CO)N3C(=O)CN(C(=O)Nc4ccc(F)cc4)C[C@H]23)cc1 | 0.9
Cc1ccccc1-c1ccccc1[C@H]1[C@@H](C#N)N(C(=O)c2ccc(F)cc2)[C@@H]1CO | 0.5
Cc1noc(C)c1S(=O)(=O)Nc1ccc2c(c1)C(=O)N([C@@H](C)CO)C[C@H](C)[C@H](CN(C)C(=O)C1CCCCC1)OCCCC[C@@H](C)O2 | 0.0
CO[C@H]1CC[C@@H]2CCN(C)C(=O)CCCN(C)C(=O)c3cccc(C#N)c3OC[C@H]1O2 | 0.5
COCC#Cc1ccc([C@@H]2[C@@H](CO)N3CCCCN(S(=O)(=O)c4ccc(OC)cc4)C[C@@H]23)cc1 | -1.1
COc1ccc(S(=O)(=O)N(C)C[C@H]2Oc3c(NS(=O)(=O)c4ccccc4)cccc3C(=O)N([C@@H](C)CO)C[C@@H]2C)cc1 | 0.6
CC=Cc1ccc2n(c1=O)C[C@H]1[C@H](CO)[C@@H](C(=O)NCC3CC3)N(Cc3nccs3)[C@@H]21 (mixture of isomers) | 0.2
CC(C)NC(=O)N(C)C[C@H]1Oc2cc(C#Cc3ccccn3)ccc2S(=O)(=O)N([C@@H](C)CO)C[C@@H]1C | -0.2
COc1ccccc1CNC(=O)C[C@H]1C=C[C@H](NC(=O)CN(C)C)[C@@H](CO)O1 | -0.5
C[C@@H]1CCCCO[C@H](CN(C)C(=O)Cc2ccccc2)[C@H](C)CN([C@H](C)CO)C(=O)c2cc(NC(=O)c3ccccc3)ccc2O1 | 0.3
CO[C@@H](CN(C)S(=O)(=O)c1cccc(Cl)c1)[C@@H](C)CN(C(=O)Nc1ccccc1F)[C@@H](C)CO | 0.4
C[C@@H]1CN([C@@H](C)CO)C(=O)Cc2cc(NC(=O)Nc3cccc4ccccc34)ccc2O[C@H]1CN(C)CC1CCCCC1 | -0.7
C/C=C/c1ccc2c(c1)O[C@@H](CN(C)C(=O)C1CCOCC1)[C@H](C)CN([C@H](C)CO)S2(=O)=O | -0.9
CN1C(=O)c2cc(NC(=O)C3CC3)ccc2OC[C@H]2O[C@@H](CC(=O)NCC3CCCCC3)CC[C@@H]21 | -0.2
C[C@H](CO)N1C[C@H](C)[C@@H](CN(C)C(=O)Cc2ccccc2)OCCCC[C@H](C)Oc2ccc(NC(=O)c3ccccc3)cc2C1=O | -1.7
COc1ccc(NC(=O)N2CC(=O)N3[C@H](CO)[C@@H](c4ccc(/C=C/c5ccccc5)cc4)[C@H]3C2)cc1 | 0.0
CCS(=O)(=O)N1CCCCN2[C@H](CO)[C@H](c3ccc(-c4ccccc4F)cc3)[C@@H]2C1 | -2.0
Cc1ccccc1S(=O)(=O)N1CCCCN2[C@H](CO)[C@H](c3ccc(-c4cccc(F)c4)cc3)[C@H]2C1 | 0.9
Cn1cnc(S(=O)(=O)N[C@H]2CC[C@@H](CC(=O)N3CCN(c4ccccc4)CC3)O[C@H]2CO)c1 | 0.5
CCC(=O)N1[C@H](CO)[C@H](c2ccc(-c3cccc(F)c3)cc2)[C@@H]1CN(C)C(C)=O | 1.1
Cc1noc(C)c1S(=O)(=O)Nc1ccc2c(c1)CC(=O)N([C@@H](C)CO)C[C@@H](C)[C@@H](CN(C)C(=O)NC(C)C)O2 | -5.3
CNC[C@H]1Oc2c(NC(=O)Nc3ccc(F)cc3)cccc2C(=O)N([C@H](C)CO)C[C@H]1C | 1.1
C=CCNC(=O)[C@H]1[C@@H]2C(=O)O[C@@H](c3ccccc3)[C@@H](c3ccccc3)N2[C@@H](c2ccc(OCCO)cc2)[C@]12C(=O)Nc1ccc(C#CCC(C(=O)OC)C(=O)OC)cc12 | -1.5
OC[C@@H]1[C@@H](c2ccc(-c3cccnc3)cc2)[C@@H]2CN(CC3CCOCC3)CCCCN12 | -0.3
OC[C@H]1[C@H](c2ccc(-c3ccccc3F)cc2)[C@@H]2CN(Cc3ccncc3)CCCCN12 | 1.2
O=C(NCCN1CCCCC1)[C@@H]1N[C@@H]2c3ccc(-c4ccncc4)c(=O)n3C[C@@H]2[C@H]1CO | -5.8
CN1C(=O)c2cc(NC(=O)C3CCOCC3)ccc2OC[C@@H]2O[C@@H](CC(=O)NC3CCCC3)CC[C@@H]21 | -0.6
CO[C@@H]1CN(C)C(=O)c2cc(NS(C)(=O)=O)ccc2OC[C@H](C)N(C(=O)C2CCCC2)C[C@@H]1C | 1.0
C[C@@H]1CN([C@@H](C)CO)C(=O)c2cccc(NC(=O)c3ccncc3)c2O[C@@H]1CN(C)C(=O)Nc1cccc2ccccc12 | 0.4

For convenience, some entries already given.
SMILES | TcdB GH inh
Cc1ccccc1S(=O)(=O)N1CCCCN2[C@H](CO)[C@H](c3ccc(-c4cccc(F)c4)cc3)[C@H]2C1 | 0.9
Cn1cnc(S(=O)(=O)N[C@H]2CC[C@@H](CC(=O)N3CCN(c4ccccc4)CC3)O[C@H]2CO)c1 | 0.5
CCC(=O)N1[C@H](CO)[C@H](c2ccc(-c3cccc(F)c3)cc2)[C@@H]1CN(C)C(C)=O | 1.1

Screening data as filed in PubChem.
